# Source: PubChem
# IL1B NFkB pot: enhancers of NFkB p65 translocation in HUVEC – imaging, IL-1B stimulus, high-content imaging, primary screen | HUVEC IL-1B NFkB p65 nuclear translocation imaging | activation, % at 2 µM | 94,000 compounds, 0.3% hits | AID 819, 2007;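 active = activation above 40%, about the mean plus 3 SD, also judged a hit on visual image review; inconclusive = activation above 40% but not a hit on visual review; inactive = activation not above 40% and no visual hit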;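 also: percent activation is computed from the nuclear over cytoplasmic p65 intensity ratio; values of inactives mirror those of a sister screen read the other way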
# Bcl-B TR3 displacers: displacers of TR3 peptide from Bcl-B, primary screen, selectivity assay for Bfl-1 inhibitor project, biochemical, fluorescence polarization; 96,000 compounds, 0.11% hits; FP displacement of FITC-TR3 peptide from Bcl-B; higher % means a stronger effect; AID 748, 2007; displacement, % at 20 µM; hits with a dose series show IC50 in µM; Bcl-2-like protein 10 (Homo sapiens);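 active = displacement above 50% at 20 µM plus a fluorescence interference ratio under 1.5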;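 also: plate controls were wells without compound for no effect and wells lacking Bcl-B protein for full effect; a part of the inactive calls stands beside numbers as strong as those of hits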
# PLAP inhibitors HTS: PLAP enzyme inhibitors, biochemical, luminescence, HTS (AID 690). purified PLAP, luminescent substrate; higher % means a stronger effect. inhibition, % at 20 µM, or IC50 in µM where a hit was titrated. 96,000 compounds, 0.08% hits; in the data active = a potency from the dose series; inactive = the rest, 99 in 100 with inhibition below about 30%; also: strong numbers were not always called active
# MRP resist rev: reversal of MRP1-mediated doxorubicin resistance, primary screen, H69AR cells, doxorubicin co-treatment | H69AR cells + 2 uM doxorubicin, CellTiter-Glo, 72 h | differential viability (reversal), % at 10 µM | 85,000 compounds, 0.04% hits | AID 602, 2007;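 active = viability drop by adding the cancer drug above about 55%, with treated viability meeting a 40% cutoff, limit read from the data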;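 also: viability without doxorubicin minus viability with 2 µM doxorubicin for each compound; larger differential means the compound sensitizes cells more to doxorubicin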
# NFkB transloc inh: inhibitors of IL-1B driven NFkB p65 nuclear import, primary screen, imaging, HUVEC, IL-1B stimulus, high-content imaging. HUVEC IL-1B NFkB p65 nuclear translocation imaging. 94,000 compounds, 0.43% hits. inhibition, % at 2 µM;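 active = inhibition above about 30% together with a positive call from visual inspection of the well image, limit read from the data; inconclusive = inhibition above a set limit but visual check negative; inactive = inhibition not above a set limit, visual check negative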;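 also: nuclear over cytoplasmic p65 intensity ratio measured by imaging; 0% = IL-1B stimulated DMSO wells and 100% = unstimulated DMSO wells; values of inactives mirror those of a sister screen read the other way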
# MRP resist rev cytotoxicity: second read-out of MRP resist rev, no call of its own (marks repeat the call); viability, %; H69AR cells, CellTiter-Glo, 72 h; measured here: cytotoxicity without doxorubicin
# MRP resist rev with doxorubicin: further read-out of MRP resist rev, marked with its call; viability, %; measured here: viability with 2 uM doxorubicin; hits give low values
# NFkB transloc inh cell count 2 µM: second read-out of NFkB transloc inh, no call of its own (marks repeat the call); cell count; measured here: cells passing quality filter;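 raw number of nuclei counted in each imaged well without normalization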
# IL1B NFkB pot cell count 2 µM: further read-out of IL1B NFkB pot, marked with its call; cell count; measured here: cells passing quality filter
# An asterisk follows results filed as active; u = inconclusive; x = not tested or not shown. Only part of the results is shown, so the mix of outcomes need not match the whole.
No.	compound	IL1B NFkB pot	IL1B NFkB pot cell count 2 µM	Bcl-B TR3 displacers	PLAP inhibitors HTS	MRP resist rev	MRP resist rev cytotoxicity	MRP resist rev with doxorubicin	NFkB transloc inh	NFkB transloc inh cell count 2 µM
1	Cc1cc(C)nc(SCc2nnc(SCC(=O)N3CCCc4ccccc43)o2)n1	18.9	189	6.1%	-64.3%	13.8	83.0	69.2	-18.9	189
2	Cc1ccccc1-c1nc(CN2CCC(C(=O)NCC3CCCO3)CC2)c(C)o1 (stereo not drawn)	-9.5	202	-0.1%	-51.4%	10.0	82.0	72.1	9.5	202
3	Fc1ccc2[nH]c3c(N4CCN(C5CCCCC5)CC4)ncnc3c2c1	x	x	6.5%	-134.5%	-13.0	57.9	71.0	x	x
4	CCOc1ccc(CCNC(=O)C2CCCN(c3nnc(-n4cccc4)s3)C2)cc1OCC (stereo not drawn)	22.2	178	-10.8%	-9.8%	-25.6	40.0	65.7	-22.2	178
5	Cc1csc(NC(=O)CCN2C(=O)c3ccccc3S2(=O)=O)n1	-10.8	58	-5.6%	-1.9%	-6.0	92.7	98.7	10.8	58
6	COC(=O)c1oc2ccc(Br)cc2c1NC(=O)CCN1CCOCC1	-8.6	60	0.1%	-52.8%	-0.3	87.1	87.4	8.6	60
7	CC(=O)C(=[N+]=[N-])C(=O)NCc1ccccc1	10.6	140	-0.5%	4.3%	-1.0	83.5	84.6	-10.6	140
8	CCN1CCN(c2nc(-c3cccnc3)nc3ccccc23)CC1	17.8	121	12.3%	-47.9%	10.3	80.1	69.8	-17.8	121
9	CCOC(=O)c1c(-c2ccccc2)n(C)c2ccc(O)cc12	26.4	188	-0.4%	13.8%	-3.4	59.0	62.5	-26.4	188
10	Cc1ccc(C)c(-n2c(Cc3cc(=O)[nH]c(=O)[nH]3)nnc2SC(C)C)c1	10.5	139	4.8%	-37.7%	-1.3	86.5	87.8	-10.5	139
11	O=C1CN(C(=O)C2CC2)c2ccccc2N1	10.0	163	2.3%	6.4%	8.6	96.1	87.5	-10.0	163
12	C/C(=N\O)C(C)/[N+]([O-])=C/c1nc(C)c(C)n1O (stereo not drawn)	8.6	163	x	x	-15.8	98.0	113.8	-8.6	163
13	CCC(=O)N(Cc1cc2c(C)ccc(C)c2[nH]c1=O)C1CCCCC1	-2.5	120	0.1%	-26.8%	-13.4	63.9	77.3	2.5	120
14	CCC(=O)Nc1ccccc1C(=O)OCC(=O)c1ccccc1	3.1	135	-5.9%	-414.3%	x	x	x	-3.1	135
15	CC1=NNC(=O)/C1=C\c1cn(-c2ccccc2)nc1-c1ccc(Cl)cc1	-70.6	96	-8.1%	-8.7%	x	x	x	70.6*	96*
16	CC(=O)Nc1ccc(S(=O)(=O)NC(CC(=O)NCCC2=CCCCC2)C(C)C)cc1 (stereo not drawn)	22.8	101	-8.7%	4.9%	x	x	x	-22.8	101
17	O=C(N/N=C/c1ccccc1Br)c1ccc(CSc2cccc3cccnc23)cc1	-3.4	163	7.3%	-26.2%	10.8	82.6	71.8	3.4	163
18	CCC(=O)Nc1ccc(OC)cc1OC	-6.8	95	-3.6%	-6.4%	9.3	91.8	82.5	6.8	95
19	O=C(CCN1C(=O)c2ccccc2C1=O)Nc1ccc(F)cc1F	x	x	-0.7%	12.8%	-2.1	95.5	97.5	x	x
20	COc1cc2cc(C#N)c(SCC(=O)N3CCOCC3)nc2cc1OC	20.3	136	x	x	-26.4	53.2	79.5	-20.3	136
21	CCOC(=O)CC1C(=O)NCCN1C(=O)NC1CCCCC1 (stereo not drawn)	-3.7	150	3.6%	1.5%	12.8	87.0	74.2	3.7	150
22	COc1ccc(-n2cnnc2SCC(=O)N(C)C2CCS(=O)(=O)C2)cc1 (stereo not drawn)	0.7	212	2.6%	19.3%	6.7	103.2	96.5	-0.7	212
23	O=C(CS(=O)(=O)c1cccc(Cl)c1)Nc1ccccc1Cl	-2.2	142	-1.4%	21.4%	x	x	x	2.2	142
24	CCn1c(-c2ccc(OC)c(OC)c2)n[nH]c1=S	1.5	118	-6.3%	11.9%	1.9	90.8	88.9	-1.5	118
25	COC(=O)c1cc(=O)n(CCc2ccc(OC)cc2)c(=Nc2ccc(F)c(Cl)c2)s1	15.7	167	-7.5%	4.0%	0.1	1.7	1.6	-15.7	167
26	COc1cc2c(cc1OC)C(c1cc(OC)c(OC)c(OC)c1)NCC2 (stereo not drawn)	12.8	178	x	x	-8.8	83.7	92.5	-12.9	178
27	O=C(CCNc1cccc(Cl)c1)c1ccco1	x	x	-15.6%	13.8%	-47.2	2.2	49.4	x	x
28	Cc1ccc(N2CCN(C3=NC(=O)/C(=C\c4cccs4)S3)CC2)cc1	-5.5	132	6.6%	-36.8%	x	x	x	5.5	132
29	CC(=O)Nc1ccc(S(=O)(=O)N2CCNC(=O)CC2)cc1	6.2	141	-5.9%	11.7%	x	x	x	-6.2	141
30	CCCCCCn1c(CN2CCCC(C)C2)nc2c1c(=O)n(C)c(=O)n2C (stereo not drawn)	8.2	87	-2.3%	-37.5%	8.2	84.8	76.7	-8.2	87
31	CS(=O)(=O)Nc1ccccc1C(=O)Nc1cccc(Cl)c1	-7.5	152	1.2%	-18.4%	-25.9	54.5	80.5	7.5	152
32	COc1ccccc1CNC(=O)CCNC(=O)Cn1cnc2ccccc2c1=O	32.3	143	31.6%	-12.6%	-6.4	86.7	93.1	-32.3	143
33	COc1cc(/C=N/n2c(C)nnc2C)cc(OC)c1OC	9.6	201	10.0%	-0.4%	7.0	105.3	98.3	-9.6	201
34	Cc1ccccc1N=C1NC(=O)CS1	-2.0	186	-11.9%	-5.0%	14.1	93.1	79.0	2.0	186
35	Cc1cc(C)c2c(n1)nn1c(N3CCN(Cc4ccccc4)CC3)cc(C)nc21	x	x	2.1%	-105.3%	0.2	54.6	54.4	x	x
36	Cc1c(Cl)cnc(NC(=O)CSc2nnc(C)n2Cc2ccccc2)c1Cl	-0.9	193	3.1%	8.3%	1.8	86.5	84.6	0.9	193
37	CCN(CC)c1ccc(-c2nn3c(-c4n[nH]c5c4CCC5)nnc3s2)cc1	-28.5	82	-98.1%	-25.6%	-26.3	21.7	48.0	28.5	82
38	CC(C)CNC(=O)c1c(N)n(/N=C/c2ccccn2)c2nc3ccccc3nc12	11.3	136	-43.6%	-6.2%	34.8	97.7	62.9	-11.3	136
39	COc1cccc(NC(=O)N(Cc2cc3cc(C)cc(C)c3[nH]c2=O)CC2COCCO2)c1 (stereo not drawn)	-9.9	191	1.3%	-68.0%	-19.2	61.5	80.7	9.9	191
40	COc1cc(OC)c(C2C(C#N)=C(N)OC3=C2C(=O)CC(C)(C)C3)cc1OC (stereo not drawn)	18.0	96	-12.1%	-15.5%	x	x	x	-18.0	96
41	Cc1ccc(C(=O)c2c(NC(=O)c3ccccc3)sc(C)c2C)cc1	14.2	121	1.5%	14.0%	x	x	x	-14.2	121
42	Cc1ccc(NC(=O)NNC(=O)C2CC(c3cccnc3)=NO2)cc1 (stereo not drawn)	2.9	116	-2.0%	-100.0%	x	x	x	-2.9	116
43	COc1ccc(NC(=O)N2CCN(c3cccc(C(F)(F)F)c3)CC2)cc1OC	-3.3	160	-8.5%	-13.3%	3.7	82.4	78.7	3.3	160
44	O=c1c2c([nH]c3ccccc13)CCCCCC2	-2.9	114	-1.9%	3.7%	18.5	98.7	80.2	2.9	114
45	Cc1nnc(NCc2ccncc2)c2ccccc12	9.4	155	6.6%	2.6%	16.8	94.1	77.3	-9.4	155
46	CNc1ncc(C(=O)c2ccc(Cl)c(Cl)c2)s1	0.5	169	-15.3%	9.4%	x	x	x	-0.5	169
47	CCN(CC)C(=O)C1CCC(C)(C(=O)O)C1(C)C (stereo not drawn)	-5.7	110	6.7%	13.1%	14.3	96.5	82.2	5.7	110
48	Cc1nc(NCCN2CCOCC2)c2nnn(Cc3ccccc3Cl)c2n1	21.1	95	-0.6%	-78.6%	7.6	87.3	79.7	-21.1	95
49	COc1ccc(Nc2nc3ccccc3nc2C)cc1	-12.0	88	-29.4%	-52.8%	-21.0	84.2	105.2	12.0	88
50	O=C(Nc1nc(-c2nc3ccccc3s2)cs1)C1CC1	x	x	2.0%	-2.3%	12.9	98.4	85.5	x	x
51	O=C(N1CCN(c2ccc(F)cc2)CC1)C12CC3CC(CC(C3)C1)C2	-3.1	116	-3.1%	-3.9%	x	x	x	3.1	116
52	COc1cc(C2CC(=O)Nc3ccccc3S2)cc(OC)c1OC (stereo not drawn)	x	x	-8.8%	4.3%	x	x	x	x	x
53	O=C(Nc1ccc(-c2noc(COc3ccccc3Cl)n2)cc1)c1ccco1	8.4	143	x	x	-16.4	29.3	45.7	-8.4	143
54	Cc1cc(C)cc(SCc2noc(C(=O)NCC3CCCO3)c2C(=O)O)c1 (stereo not drawn)	4.7	171	7.7%	-26.9%	x	x	x	-4.7	171
55	Cc1ccccc1NC(=O)CSc1nc(COc2ccccc2)nc2ccccc12	-1.5	194	-12.1%	19.4%	x	x	x	1.5	194
56	COC(=O)C(NC(C)=O)(Nc1nc2ccc(C)cc2s1)C(F)(F)F (stereo not drawn)	16.4	174	2.6%	-11.4%	-4.5	88.2	92.7	-16.4	174
57	CC(=O)N1CCc2cc(S(=O)(=O)NCCC(=O)N3CCN(Cc4ccccc4)CC3)ccc21	u	x	2.1%	-24.9%	-3.6	86.3	89.9	-41.8	162
58	CC1Cc2cc(/C(O)=C3/C(=O)C(=O)N(CC4CCCO4)C3c3ccco3)ccc2O1 (stereo not drawn)	13.3	192	22.3%	-15.0%	14.9	95.1	80.2	-13.3	192
59	CCOC(=O)c1nnc(-c2ccccc2)o1	-5.6	151	-11.5%	13.3%	-7.3	89.0	96.3	5.6	151
60	COc1cc(NS(=O)(=O)c2ccc(NC(=O)C3CCCO3)cc2)nc(OC)n1 (stereo not drawn)	-1.3	123	-5.0%	-6.2%	-22.4	74.0	96.4	1.3	123

# Results in Bcl-B TR3 displacers, NFkB transloc inh and PLAP inhibitors HTS, for some of the entries so far:
no. | Molecule | Bcl-B TR3 displacers | NFkB transloc inh | PLAP inhibitors HTS
50 | O=C(Nc1nc(-c2nc3ccccc3s2)cs1)C1CC1 | 2.0% | x | -2.3%
51 | O=C(N1CCN(c2ccc(F)cc2)CC1)C12CC3CC(CC(C3)C1)C2 | -3.1% | 3.1 | -3.9%

# Remaining list, next part.
No.	compound	IL1B NFkB pot	IL1B NFkB pot cell count 2 µM	Bcl-B TR3 displacers	PLAP inhibitors HTS	MRP resist rev	MRP resist rev cytotoxicity	MRP resist rev with doxorubicin	NFkB transloc inh	NFkB transloc inh cell count 2 µM
61	O=C(NCCN1CCCCC1)c1ccc(=O)oc1	-1.0	66	-6.2%	-8.9%	7.2	104.7	97.5	1.0	66
62	Cc1ccc(/C=C/C(O)=C2/C(=O)N(C)C3(C)CC2c2ccccc2O3)cc1 (stereo not drawn)	-4.1	162	-1.1%	-21.0%	x	x	x	4.1	162
63	CCc1ccccc1-n1c(-c2ccncc2)n[nH]c1=S	x	x	-1.5%	-12.4%	8.4	81.8	73.4	x	x
64	c1nnc(NC2=NCCC2)s1	-9.7	160	15.4%	4.8%	0.0	94.2	94.2	9.7	160
65	CCOCC(=O)Nc1ccc2c(c1)OCCO2	29.2	100	-2.4%	-1.6%	x	x	x	-29.2	100
66	O=c1c2cc(Br)ccc2nc2n1CCCCC2	0.2	164	-4.7%	1.9%	28.2	103.7	75.5	-0.2	164
67	CCCN(CCO)Cc1cccc(Cl)c1	13.6	158	-2.6%	7.0%	-4.2	77.0	81.2	-13.6	158
